Compound activity: PubChem BioAssay, Sanford-Burnham Center for Chemical Genomics
ATG4B inhibitor = inhibitors of human ATG4B cysteine protease | ATG4B cleavage of LC3-PLA2, NBD-HPC fluorescence, 1 h | inhibition, % at 8.33 µM | 0.51% of 340,000 active; in the data active = inhibition above about 40%
Target sequence (Q9Y4P1 whole entry, looked up): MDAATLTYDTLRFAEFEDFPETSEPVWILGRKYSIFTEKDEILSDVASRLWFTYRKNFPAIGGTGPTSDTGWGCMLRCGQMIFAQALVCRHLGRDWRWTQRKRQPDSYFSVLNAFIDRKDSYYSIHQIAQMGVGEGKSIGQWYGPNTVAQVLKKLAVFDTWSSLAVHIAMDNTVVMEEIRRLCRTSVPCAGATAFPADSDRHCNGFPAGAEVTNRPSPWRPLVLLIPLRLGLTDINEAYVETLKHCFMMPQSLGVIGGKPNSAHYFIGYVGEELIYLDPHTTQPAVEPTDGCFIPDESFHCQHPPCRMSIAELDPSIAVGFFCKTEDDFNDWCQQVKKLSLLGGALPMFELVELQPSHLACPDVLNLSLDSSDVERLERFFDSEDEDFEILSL
tim10-1 inh = inhibits growth of tim10-1 mutant yeast; S. cerevisiae tim10-1 ts strain growth, BacTiter-Glo, 24 h; inhibition, % at 20 µM; AID 463190; 2.2% of 330,000 active;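 active = inhibition of at least 40%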;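 also: mutant grown at 25 °C; 0% = DMSO wells with yeast and 100% = wells holding no yeast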
mIAP inh = blocks mouse intestinal alkaline phosphatase; purified mouse IAP, CDP-Star luminescence, 30 min; inhibition, % at 10 µM; 0.2% of 330,000 active; AID 2806;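 active = inhibition of at least 40% at 10 µM in the primary screen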;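 also: plate controls were DMSO with enzyme for no effect and no enzyme wells for full effect; values of inactives mirror those of a sister screen read the other way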
TIM10 inh = growth inhibitors of TIM10 yeast strain; 1.4% of 330,000 active; inhibition, % at 10 µM; AID 463195; S. cerevisiae TIM10 strain growth, BacTiter-Glo luminescence, 24 h;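 active = inhibition of 40% or more at the single tested concentration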;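 also: wild-type TIM10 isogenic control strain grown at permissive 25 °C; 0% = DMSO yeast wells and 100% = minimal medium wells without yeast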
hIAP inh = human IAP inhibition. P09923. purified IAP, CDP-Star luminescence, 30 min. inhibition, % at 10 µM. 0.12% of 330,000 active. AID 2544;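 active = inhibition reaching a set limit with compound at 10 µM in the primary screen, cut at about 35% in these data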;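 also: plate controls were DMSO wells with enzyme for no effect and no-enzyme buffer wells for full effect; values of inactives mirror those of a sister screen read the other way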
Target sequence (P09923 whole entry, looked up): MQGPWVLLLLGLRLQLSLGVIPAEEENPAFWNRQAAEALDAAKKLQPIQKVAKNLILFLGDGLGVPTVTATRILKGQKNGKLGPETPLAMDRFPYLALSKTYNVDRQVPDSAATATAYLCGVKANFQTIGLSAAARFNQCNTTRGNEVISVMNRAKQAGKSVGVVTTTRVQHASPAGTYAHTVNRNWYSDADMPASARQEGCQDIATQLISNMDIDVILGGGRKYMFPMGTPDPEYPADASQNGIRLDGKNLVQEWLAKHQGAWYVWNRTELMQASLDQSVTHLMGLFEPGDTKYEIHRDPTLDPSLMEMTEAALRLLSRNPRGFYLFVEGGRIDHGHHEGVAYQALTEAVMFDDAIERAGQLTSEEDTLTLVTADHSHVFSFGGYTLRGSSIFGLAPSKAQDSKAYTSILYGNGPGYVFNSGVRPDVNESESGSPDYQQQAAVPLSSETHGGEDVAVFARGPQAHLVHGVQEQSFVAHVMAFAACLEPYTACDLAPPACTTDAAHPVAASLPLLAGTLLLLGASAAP
Apaf-1 inh = inhibitors of human Apaf-1 apoptosome. reconstituted apoptosome caspase-3 activity, DEVD-Rh110 fluorescence. AID 489030. inhibition, % at 20 µM. 0.71% of 330,000 active; active = inhibition of at least 40% at 20 µM;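 also: plate controls were DMSO wells for no effect and DEVD-CHO caspase inhibitor wells for full effect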
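Assay system – apoptosome proteins · Medium – Hepes buffer, pH 7.5 · Also added – cytochrome c with DEVD-Rh110 · Timing – 30 min compound preincubation, 50 min activation, room temperature · Detection – Rh110 fluorescence, excitation 480 nm, emission 540 nm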
hIAP act = increases human intestinal alkaline phosphatase activity. purified human IAP, CDP-Star luminescence, 30 min; hits give high values; 1 = vehicle-only enzyme, 0 = enzyme-free background. activation factor at 10 µM. P09923. AID 2524. 0.16% of 330,000 active;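 active = activation factor of the enzyme at least 2-fold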; also: the source names both 10 and 20 µM as test concentration; values of inactives mirror those of a sister screen read the other way
mIAP act = increases mouse intestinal alkaline phosphatase activity; muIAP, CDP-Star luminescence, 30 min; hits give high values; 1 = vehicle-only enzyme signal, 0 = enzyme-free wells; activation factor at 10 µM; 0.24% of 330,000 active;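 active = activation factor of at least 2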; also: the source names both 10 and 20 µM as test concentration; values of inactives mirror those of a sister screen read the other way
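Assay system: mouse IAP enzyme / Compound: DMSO-dissolved test compounds / Timing: 30 min, room temperature / Measured by: luminescence from enzymatic CDP-Star hydrolysis / Control set: DMSO-only wells, enzyme-free buffer wells as negative control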
NALP3 yeast inh = blocks the NALP3 inflammasome reconstituted in yeast; 0.39% of 330,000 active; inhibition, % at 10 µM; Yeast reconstituted NLRP3/ASC/caspase-1, beta-gal luminescence, 24 h;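 active = inhibition of 50% or more; inactive = inhibition below 50%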;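 also: plate controls were induced DMSO wells for no effect and uninduced yeast grown without galactose for full effect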
Active calls of the source: *; · = no result given.

Results follow in this order: ATG4B inhibitor	tim10-1 inh	mIAP inh	TIM10 inh	hIAP inh	Apaf-1 inh	hIAP act	mIAP act	NALP3 yeast inh
COc1ccc(S(=O)(=O)N2CCN(C)CC2)cn1
  -2.4	3.2	-14.2	-1.6	9.5	8.0	0.905	1.14	1.4
CCN1C(=O)/C(=C/c2cccs2)N(C)C1=S
  -11.0	29.7	1.6	-3.7	-6.0	6.2	1.06	0.984	7.1
CS(=O)(=O)c1ccccc1COC(=O)Nc1ccc(Cl)cc1
  8.1	16.4	1.2	14.6	-9.0	-9.5	1.09	0.988	11.1
C/C=C/C=C/[C@H]1Cc2cc(O)cc(O)c2O1
  ·	-9.8	24.4	-2.6	0.8	-13.8	0.992	0.756	-8.0
CC(=O)Nc1ccc(NC(=O)CSc2ncnc3sc(C)c(C)c23)cc1
  -1.3	-15.2	4.2	-52.4	-5.0	-9.2	1.05	0.958	18.7
NC(=O)c1ccccc1NC(=O)c1ccc2ccccc2c1
  -7.6	6.1	3.6	5.6	-20.2	6.3	1.2	0.964	41.1
Cc1cccc(C(=O)N2CCc3cc(-c4nc(NC(=O)CN5CCCC5)sc4C)ccc32)c1
  -2.2	31.3	9.0	10.4	6.7	20.0	0.933	0.91	-5.2
CC1CCc2cc(F)ccc2N1C(=O)CSc1nnc2c(n1)[nH]c1ccccc12 (centres undefined)
  -12.3	38.3	11.9	15.4	-15.2	13.8	1.15	0.881	-3.4
COC(=O)c1ccc(Cn2cnc3c(cnn3-c3ccc(F)cc3)c2=O)o1
  4.5	17.8	4.2	30.5	-12.8	10.2	1.13	0.958	21.5
O=C(CCN1C(=O)/C(=C\c2ccccc2Cl)SC1=S)Nc1cccnc1
  -3.1	11.4	13.1	10.3	-10.0	9.5	1.1	0.869	6.3
CCCCn1nc2cc(C(=O)NC[C@@H]3CCCO3)ccc2c1OCC
  -8.3	3.9	-10.2	13.1	8.9	-14.2	0.911	1.1	-5.5
CC(C)c1cccc(OCCN2CCCC2)c1
  4.5	-16.6	-4.0	-18.4	9.4	-10.9	0.906	1.04	25.8
Cc1cc(C)c(OCCCCN(C)C)c(Br)c1
  2.0	10.9	4.6	5.2	-1.8	-23.3	1.02	0.954	-0.2
O=C(NC1CCN(Cc2ccccc2)CC1)c1cccc(S(=O)(=O)Nc2ccc(SC(F)F)cc2)c1
  -12.3	-7.3	8.9	2.3	4.4	13.8	0.956	0.911	19.2
O=C1CCc2cc(S(=O)(=O)NCCc3ccccc3)cc3c2N1CC3
  -1.4	15.1	1.4	8.5	7.8	3.7	0.922	0.986	10.7
O=C(c1ccco1)N1CCN(C(=O)c2ccccc2Oc2ccccc2)CC1
  -2.4	19.1	-1.7	18.4	25.5	-30.2	0.745	1.02	-1.3
COCC(=O)Nc1ccc(Br)cc1C
  4.1	-7.3	-4.3	0.3	-0.4	5.9	1	1.04	9.5
S=c1[nH]ncn1/N=C/c1ccc(N2CCOCC2)cc1
  3.5	-1.4	-1.4	-0.9	-2.9	-1.7	1.03	1.01	15.3
Cc1nnc(NC(=O)CSc2cn(Cc3ccccc3)c3ccccc23)s1
  -8.3	-4.2	8.6	-29.3	-11.8	6.9	1.12	0.914	12.5
Cc1cccc(N2CCN(S(=O)(=O)c3c(C)[nH]c(=O)[nH]c3=O)CC2)c1C
  -2.2	-2.6	3.0	1.0	1.7	-0.5	0.983	0.97	11.9

Later entries
Results follow in this order: ATG4B inhibitor	tim10-1 inh	mIAP inh	TIM10 inh	hIAP inh	Apaf-1 inh	hIAP act	mIAP act	NALP3 yeast inh
Cc1ccc(NC(=O)CCCNC(=O)c2ccc(Cl)cc2)nc1
  -0.6	1.3	-1.0	0.5	24.8	-0.8	0.752	1.01	15.9
CCCC(=O)N(CCN1CCOCC1)c1nc2c(OC)ccc(OC)c2s1
  -3.6	4.4	3.2	-1.4	-26.0	2.3	1.26	0.968	0.8
O=C(OCCN1C(=O)c2ccccc2C1=O)c1cc(S(=O)(=O)N2CCOCC2)ccc1F
  -8.1	25.2	12.9	29.3	-2.0	5.1	1.02	0.871	1.9
CCOC(=O)C1CCN(S(=O)(=O)c2cn(C)c(=O)n(C)c2=O)CC1
  -12.0	-2.1	10.1	-10.6	3.4	-7.7	0.966	0.899	13.3
COc1ccc(NC(=O)CSc2ncn(-c3ccccc3)n2)cc1Cl
  2.8	-4.7	-27.3	-0.3	0.5	12.0	0.995	1.27	21.5
CN1CCN(C(CNS(=O)(=O)c2cccs2)c2cccnc2)CC1 (centres undefined)
  3.8	5.5	0.9	-5.7	2.6	6.8	0.974	0.991	-1.0
COc1ccccc1-c1noc(CSc2nc(C)cc(=O)[nH]2)n1
  -8.6	-12.6	2.6	-17.1	-8.0	1.7	1.08	0.974	-6.3
COn1c(-c2ccc(Cl)cc2)nc2ncccc21
  -0.6	2.4	-2.6	8.9	8.6	2.3	0.914	1.03	7.5
Cc1ccc(S(=O)(=O)Nc2cccc(C(=O)NC3CCN(Cc4ccccc4)CC3)c2)cc1F
  -2.2	6.1	-5.6	-0.7	0.9	13.8	0.991	1.06	26.3
COc1ccc(CNc2ncc(-c3ccccc3)n2C)c(OC)c1OC
  0.9	-3.8	-5.0	-5.8	19.1	8.2	0.809	1.05	30.2
CC(O)[C@H]1CN=C(N)N1CCCCC1CCCCC1 (some centres undefined)
  -11.7	-15.7	-5.0	1.9	-3.3	3.9	1.03	1.05	14.8
O=C(CSc1nnc(-c2cccs2)o1)NCc1ccco1
  -5.3	6.7	-10.0	12.7	12.9	2.8	0.871	1.1	-3.2
Cc1ccc(S(=O)(=O)N(CC(=O)Nc2cc(C)ccc2C)C(=O)N2CCN(C)CC2)cc1
  -10.7	-17.8	-4.0	7.7	2.6	-4.7	0.974	1.04	18.2
O=C(COC(=O)c1ccc(S(=O)(=O)N2CCCC2)cc1)NCc1cccs1
  -10.2	18.7	-5.1	-2.7	6.6	6.8	0.934	1.05	-4.5
COc1ccccc1NC(=O)CSc1nnc(Cc2cccn2C)n1-c1ccc(F)cc1
  -3.7	19.9	-1.3	4.2	-0.5	0.4	1	1.01	-0.5
COc1ccccc1-c1cc2nc(C)c(CCC(=O)NCc3ccco3)c(C)n2n1
  -16.1	0.6	-0.1	-1.1	-10.5	8.3	1.1	1	-0.1
O=c1cc2ncc(-n3cc([N+](=O)[O-])cn3)cn2[nH]1
  -11.6	-6.6	-2.2	-4.6	13.8	9.8	0.862	1.02	-4.6
COC(=O)CN1C(=O)C2(C(C#N)=C(N)Oc3n[nH]c(-c4cccs4)c32)c2ccccc21 (centres undefined)
  -5.3	1.6	-12.8	29.9	-15.7	6.7	1.16	1.13	14.1
O=C1CCCN1CCCNS(=O)(=O)c1ccc(Cl)c(C(=O)N2CCOCC2)c1
  -0.3	14.3	-7.3	-12.1	-14.7	-8.0	1.15	1.07	0.3
Cc1nn(-c2ccccc2)c2[nH]c(=O)cc(C(F)F)c12
  -2.9	11.8	3.4	14.5	-0.6	4.3	1.01	0.966	5.4

The results go on.
Results follow in this order: ATG4B inhibitor	tim10-1 inh	mIAP inh	TIM10 inh	hIAP inh	Apaf-1 inh	hIAP act	mIAP act	NALP3 yeast inh
Cc1c(C(=O)N2CCOCC2)c(S(=O)(=O)Nc2cccc(Br)c2)c(C)n1C
  -0.6	-2.3	2.4	1.4	-13.9	-43.6	1.14	0.976	22.3
COc1ccc([C@@H](OC)[C@@]2(Cc3ccc(O)cc3)N=C(N)N(C)C2=O)cc1
  -2.4	7.0	-3.3	-1.7	-16.3	-11.3	1.16	1.03	14.0
Cc1csc(SCC(=O)Nc2cc(C(N)=O)cc(C(N)=O)c2)n1
  -0.5	-1.1	-8.4	-2.7	-26.8	15.6	1.27	1.08	11.3
CCC(C)(C)NC(=O)C(c1cccc(OC)c1OC)N(CCC(C)C)C(=O)CCC(=O)Nc1cc(C)on1 (centres undefined)
  -10.5	-0.5	-4.6	20.8	1.7	8.0	0.983	1.05	-0.6
Cc1ccc(/C=N/NC(=O)Cc2ccc(Cl)cc2)c(O)c1
  -1.4	-17.5	11.8	4.6	-77.8	4.4	1.78	0.882	15.5
CCc1ccc(NC(=O)CSc2nnc(-c3cnccn3)n2C)cc1
  4.4	5.9	-2.7	-2.2	6.8	6.0	0.932	1.03	10.1
COc1cc(C2C(C(C)=O)=C(O)C(=O)N2CCN2CCOCC2)ccc1O (centres undefined)
  -1.4	4.9	7.4	16.0	-1.5	-8.2	1.01	0.926	11.9
COc1ccc(CNC(=O)CN2C(=O)CCSc3ccc(S(=O)(=O)N4CCCC4)cc32)cc1
  -14.5	1.5	3.3	-2.1	-28.1	-6.5	1.28	0.967	1.8
COc1ccc(CN(C(=O)c2cccs2)c2ccccc2)cc1
  18.0	9.7	-2.6	6.2	1.9	-0.2	0.981	1.03	7.3
O=C(/C=C/c1ccccc1[N+](=O)[O-])NNC(=O)c1ccncc1
  2.4	1.3	10.8	-1.7	4.2	-5.9	0.958	0.892	18.4
O=C(CSc1nncn1-c1cccnc1)Nc1cccc(C(F)(F)F)c1
  -4.5	-4.5	-0.1	-0.6	10.7	1.1	0.893	1	17.8
Cc1ccc(S(=O)(=O)c2cnc3cc(C)nn3c2N)cc1
  5.2	29.1	-11.8	-12.0	-31.5	3.4	1.31	1.12	14.8
CCN1C(=O)/C(=C/c2c(C)nn(C)c2C)SC1=S
  18.7	55.4*	-3.2	24.7	-17.0	5.5	1.17	1.03	13.7
COc1ccc(C(=O)NC(=S)Nc2nc(C)c(C(=O)N(C)C)s2)cc1
  -5.9	3.0	0.8	7.1	12.1	-6.3	0.879	0.992	13.7
CCOc1ccc(/C=N/OC(C)C(=O)NCc2ccc3c(c2)OCO3)cc1 (centres undefined)
  -11.1	20.1	4.4	13.9	13.1	5.3	0.869	0.956	25.3
CCOC(=O)N1CCc2c(sc3c2c(=O)n(Cc2ccccc2)c(=O)n3CC(=O)NCC2CCCO2)C1 (centres undefined)
  -6.0	3.7	-2.7	-0.6	-8.7	-3.6	1.09	1.03	6.6
COCCCNC(=O)C(=O)Nc1cc2c3c(c1)CCN3C(=O)CC2
  -2.4	8.0	-1.5	-5.0	18.3	0.4	0.817	1.01	9.3
CCN(CC1CCCO1)C(=O)C1CCN(C2CCN(Cc3ccccc3C)CC2)CC1 (centres undefined)
  11.3	6.9	1.5	1.0	10.4	17.7	0.896	0.985	18.1
COc1ccc(S(=O)(=O)N2CCC(C(=O)Nc3nnc(CCN4CCCCC4)s3)CC2)cc1
  12.3	6.3	3.7	4.6	14.7	-9.5	0.853	0.963	8.2
CCn1c(SCC(=O)Nc2ccccc2OC)nnc1-c1cnccn1
  -0.7	11.7	7.1	-2.0	-10.7	-13.6	1.11	0.929	-9.7

Single records (already shown). Screens in order: ATG4B inhibitor | tim10-1 inh | mIAP inh | TIM10 inh | hIAP inh | Apaf-1 inh | hIAP act | mIAP act | NALP3 yeast inh
Cc1c(C(=O)N2CCOCC2)c(S(=O)(=O)Nc2cccc(Br)c2)c(C)n1C in the list: -0.6 | -2.3 | 2.4 | 1.4 | -13.9 | -43.6 | 1.14 | 0.976 | 22.3
COc1ccc([C@@H](OC)[C@@]2(Cc3ccc(O)cc3)N=C(N)N(C)C2=O)cc1 in the list: -2.4 | 7.0 | -3.3 | -1.7 | -16.3 | -11.3 | 1.16 | 1.03 | 14.0
